# M4 antag: antagonists of human muscarinic M4 receptor (CHRM4). 360,000 tested, 0.73% active. P08173. inhibition, % at 3 µM. CHO-hM4 cells, ACh EC80, Fluo-8 calcium fluorescence;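 active = inhibition above its plate's cutoff, the mean inhibition of sample wells plus 3 SD, cut at about 27% in these data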;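 also: 0% = acetylcholine EC80 with DMSO and 100% = DMSO without agonist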
# Target sequence (P08173 whole entry, looked up): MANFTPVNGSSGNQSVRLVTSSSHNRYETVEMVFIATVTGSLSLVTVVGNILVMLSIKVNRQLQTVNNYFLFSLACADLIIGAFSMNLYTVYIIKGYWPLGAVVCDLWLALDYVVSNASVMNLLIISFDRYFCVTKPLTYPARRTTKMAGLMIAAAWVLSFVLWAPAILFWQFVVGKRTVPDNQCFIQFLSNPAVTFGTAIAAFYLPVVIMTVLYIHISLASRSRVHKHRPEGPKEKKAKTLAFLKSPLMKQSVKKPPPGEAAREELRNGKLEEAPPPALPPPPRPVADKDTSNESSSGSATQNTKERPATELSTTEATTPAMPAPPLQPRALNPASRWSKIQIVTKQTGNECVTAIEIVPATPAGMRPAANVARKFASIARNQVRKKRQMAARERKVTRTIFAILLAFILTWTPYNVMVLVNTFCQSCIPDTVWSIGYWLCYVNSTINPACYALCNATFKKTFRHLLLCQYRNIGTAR
# M1 ag: agonists of human M1 muscarinic receptor; 360,000 tested, 0.33% active; activation, % at 3 µM; CHO-K1 hM1, Fluo-8 calcium fluorescence, agonist mode; 0% DMSO, 100% acetylcholine EC100; P11229;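 active = activation above the run's mean compound activation plus 3 SD, cut at about 16% in these data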;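 also: peak over basal fluorescence ratio within a 140 s kinetic read after compound addition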
# Target sequence (P11229 whole entry, looked up): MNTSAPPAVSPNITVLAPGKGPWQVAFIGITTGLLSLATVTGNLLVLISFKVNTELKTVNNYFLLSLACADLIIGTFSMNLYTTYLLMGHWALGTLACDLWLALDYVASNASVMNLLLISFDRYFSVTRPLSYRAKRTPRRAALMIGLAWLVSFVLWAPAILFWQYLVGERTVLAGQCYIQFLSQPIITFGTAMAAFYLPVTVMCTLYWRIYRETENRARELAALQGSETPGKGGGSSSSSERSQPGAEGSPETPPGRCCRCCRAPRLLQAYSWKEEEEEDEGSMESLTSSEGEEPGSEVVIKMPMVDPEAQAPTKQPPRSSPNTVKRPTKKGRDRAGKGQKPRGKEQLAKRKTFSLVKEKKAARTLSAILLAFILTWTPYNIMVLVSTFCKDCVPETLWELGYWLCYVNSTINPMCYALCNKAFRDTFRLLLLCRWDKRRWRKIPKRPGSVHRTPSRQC
# CHRM4 agonist: agonists of human muscarinic M4 receptor (CHRM4). CHO-K1 hM4/Gqi5, Fluo-8 calcium fluorescence; vehicle 0%, full acetylcholine response 100%. activation, % at 3 µM. 360,000 tested, 0.14% active;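 active = activation above the run mean over all test wells plus 3 SD, cut at about 32% in these data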;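 also: peak over basal fluorescence ratio per well then scaled between controls; 0% = DMSO wells and 100% = acetylcholine at EC100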
# CHRM5 antagonist: CHRM5 antagonism in calcium assay. P08912. CHO-hM5 cells, Fluo-8 calcium fluorescence, ACh EC80. inhibition, % at 3 µM. 360,000 tested, 0.59% active;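 active = inhibition above a per-plate cutoff, the mean of that plate's test compounds plus 3 SD, cut at about 27% in these data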;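 also: 0% = acetylcholine EC80 with DMSO and 100% = DMSO without agonist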
# M1 antag: blocks human M1 muscarinic receptor; 360,000 tested, 1.3% active; inhibition, % at 3 µM; P11229; CHO-K1 hM1, Fluo-8 calcium fluorescence, ACh EC80 antagonist;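 active = percent inhibition above its own plate's cutoff, namely the mean of that plate's compound wells plus 3 SD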;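 also: peak over basal fluorescence ratio during 140 s after agonist addition; 0% = ACh EC80 plus DMSO and 100% = DMSO alone without agonist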
# M1 PAM: human CHRM1 positive allosteric modulation; P11229; CHO-K1 hM1, Fluo-8 calcium fluorescence, ACh EC20; 0% = ACh EC20, 100% = maximal ACh; activation, % at 3 µM; 360,000 tested, 0.088% active; in the data active = activation above about 19%, passing the limit was not always enough
# M5 ag: agonists of human muscarinic M5 receptor (CHRM5) | P08912 | 360,000 tested, 0.19% active | activation, % at 3 µM | AID 624037 | CHO-K1 hM5 cells, Fluo-8 calcium fluorescence; 0% DMSO wells, 100% maximal acetylcholine response;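 active = activation above the run's mean over test compounds plus 3 SD, cut at about 23% in these data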;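 also: signal is peak over basal fluorescence ratio across the kinetic read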
# CHRM5 PAM: potentiates acetylcholine response at human M5 receptor; CHO-K1 hM5, Fluo-8 calcium, ACh EC20 PAM; 0% = ACh EC20, 100% = ACh EC100; 360,000 tested, 0.3% active; P08912; activation, % at 3 µM; AID 624038;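 active = activation above the run cutoff, the mean activation of all test compounds plus 3 SD, cut at about 18% in these data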
#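 Replicates: One well per compound, no replicates | System: Human M5 receptor in CHO-K1 cells | Benchmarks: Low control EC20 acetylcholine (0%), high control EC100 acetylcholine (100%) | Probe or stimulus: Acetylcholine, EC20 level | Times: Fluo-8 loading 80 min at 37 °C plus 30 min room temperature | Signal: Intracellular calcium via Fluo-8 fluorescence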
# TAAR1 ag: human TAAR1 agonism. Q96RJ0. CHO RD-HGA16 TAAR1, Fluo-8 calcium fluorescence; vehicle wells 0%, saturating PEA agonist 100%. activation, % at 3 µM. 360,000 tested, 0.99% active. AID 624467;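 active = activation above the mean activation of all test compounds in the run plus 3 SD, cut at about 38% in these data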
#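 Signal – calcium-sensitive Fluo-8 signal, excitation 470-495, emission 515-575 nm · System – RD-HGA16 (CHO) cells co-expressing Gα16 and hTAAR1 · Incubation – 17-24 h seeding, 75 min 37 °C dye, 30 min RT · Compound dosing – 3 µM single concentration · Repeats – no replicates (n 1)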
# * marks the source's active call; other numbers are inactive results; . = no result given. The list is partial; rates above refer to the full screens.
SMILES,M4 antag,M1 ag,CHRM4 agonist,CHRM5 antagonist,M1 antag,M1 PAM,M5 ag,CHRM5 PAM,TAAR1 ag
CCCN(CC(=O)Nc1ccccc1C)C(=O)Cc1c[nH]c2ccccc12,-18,0,3,8,-16,8,-1,-4,2
CCCCOc1ccc(-c2nnc(-c3ccco3)o2)cc1,-8,-7,-2,-7,-8,4,-3,5,9
Cc1cccc(N2CCN(c3cccc(C)c3)C2c2cccnc2)c1,13,-6,-1,0,-1,4,-2,1,8
Cc1nn(Cc2cccc(C(=O)NC34CC5CC(CC(C5)C3)C4)c2)c(C)c1Br,-16,-4,-3,-8,3,2,-2,-4,9
COc1ccc(Nc2c(C3CC3)nc3nc(C)cc(C)n23)cc1,-12,.,-2,-3,.,.,3,4,4
O=C1N=C2SCCN2/C1=C\c1c(Cl)cccc1Cl,4,-4,-1,-8,-6,1,-6,5,20
CCn1c(SCc2ccc(OC)cc2)nnc1-c1ccncc1,4,-5,0,4,12,-6,2,-2,4
Cc1nc2c(-c3ccccc3)c(C)nn2c(SCC(N)=O)c1Cc1ccccc1,5,-1,0,-6,-10,9,4,10,17
CC(C)=CCN1CCN(Cc2cccn2-c2nccs2)CC1CCO (stereo unspecified),-4,-8,1,-4,-21,12,-5,11,0
CC1CCc2nc3ccc(S(=O)(=O)N4CCC(C(=O)N5CCCCC5)CC4)cc3c(C(=O)O)c2C1 (stereo unspecified),-5,-2,1,0,-5,5,1,4,0
O=C(N/N=C/c1cccnc1)C1CC1(c1ccccc1)c1ccccc1 (stereo unspecified),1,-1,2,8,2,5,-3,-4,14
OCC1OC(n2cnc3c(N4CCCCC4)ncnc32)C(O)C1O (stereo unspecified),-2,-1,1,-10,-19,6,5,3,1
COc1ccc(C(CNC(=O)C(C)Oc2ccc(Br)cc2)N2CCOCC2)cc1 (stereo unspecified),9,-6,0,3,-4,8,-4,1,1
C=CCNC(=S)Nc1ccc2nc(C)c(C)nc2c1,9,-6,1,-5,-6,12,3,6,0
Cn1nc(C(=O)NCc2ccc(F)cc2)c2ccccc2c1=O,15,-3,1,5,10,-8,1,-6,5
CCC(C)c1ccc(NC(=O)c2cnn3c(C(F)F)cc(C)nc23)cc1 (stereo unspecified),-11,-7,1,3,-5,8,-1,-1,-1
COCCCN(CCC#N)C(=O)c1c(-c2c(Cl)cccc2Cl)noc1C,-10,-1,0,1,-10,6,6,1,7
CN(C)C(=O)c1cccc(-c2cc(NC=O)c3ncc(-c4ccc(F)c(Cl)c4)n3c2)c1,0,-5,9,13,12,-4,1,-3,9
CC(C)Oc1ccc(C2CC(=O)N(c3ccc(C(=O)O)cc3)C2=O)cc1 (stereo unspecified),-7,-6,0,-7,4,-6,-1,-3,4
C=CCNC(=O)N1CCCC(C(=O)c2cccc(OC(C)C)c2)C1 (stereo unspecified),4,-2,-2,3,4,-7,2,-1,-2
Cn1c2ccccc2n2c(=O)c(Cl)c(-c3ccccc3)c(C#N)c12,8,-6,2,6,-1,3,-2,-9,1
O=C(Cn1cc([N+](=O)[O-])ccc1=O)NCC1COc2ccccc2O1 (stereo unspecified),-2,-7,1,9,0,5,-4,0,0
CCc1ccc(C(=O)COC(=O)c2ccc(Cl)nc2)cc1,2,-12,3,9,-7,2,-4,7,2
COc1cc(NS(=O)(=O)c2ccc(NC(=S)NC(=O)c3cccs3)cc2)nc(OC)n1,7,-10,0,-4,-3,5,-4,8,0
CC(=O)Nc1ccc(NC2CCCCC2NS(=O)(=O)c2ccc(Cl)cc2)cc1 (stereo unspecified),2,-3,2,8,-3,1,-5,-5,5
# (further entries)
SMILES,M4 antag,M1 ag,CHRM4 agonist,CHRM5 antagonist,M1 antag,M1 PAM,M5 ag,CHRM5 PAM,TAAR1 ag
CC12CN3CC(=O)N4CC5(C)CN(CC(C)(C4)C5=O)C(=O)CN(C1)CC(C)(C3)C2=O,-3,-3,1,1,1,-2,2,-7,15
COc1ccc(C(=O)Nc2ccc3c(c2)Cc2ccccc2-3)cc1,3,0,1,3,-1,10,2,-1,4
c1cncc(-c2noc(-c3cccc4ccccc34)n2)c1,4,-7,0,4,-5,2,-4,2,5
S=C(NCCc1ccccc1)NCC1CCCO1 (stereo unspecified),-3,-4,0,7,-1,0,0,-5,18
Cc1sc2ncnc(NCc3ccco3)c2c1C,6,-2,9,10,4,-3,3,-11,3
C=CCNC(=O)C(=O)NCC(c1ccc2c(c1)OCO2)N1CCOCC1 (stereo unspecified),12,-2,0,3,-6,-3,-1,0,2
COc1ccc(CCN=C(N)NS(=O)(=O)c2ccccc2)cc1,6,-4,1,2,-3,12,-1,-3,1
CC(=O)c1ccc(Sc2ccccc2N)c([N+](=O)[O-])c1,12,-8,2,0,-10,6,-5,-4,0
Nc1ccccc1-c1nnc(-c2ccc(-c3ccccc3)cc2)o1,3,0,1,-4,-8,6,1,3,12
C[C@H](CCC(=O)O)[C@H]1CC[C@H]2[C@@H]3CC[C@@H]4C[C@H](O)CC[C@]4(C)[C@H]3CC[C@]12C,-7,0,1,5,-11,4,3,3,12
COc1c(Cl)cc(Cl)cc1C(=O)Nc1ccc(NC(C)=O)cc1,6,-2,7,4,-2,2,-2,-4,8
C/C=C/C(=O)N1CC2(CC(c3cccc(NC(=O)CC(c4ccccc4)c4ccccc4)c3)=NO2)C[C@H]1C(N)=O (stereo partly specified),6,-10,1,14,3,0,-7,-2,5
Cc1cc(-c2ccc(C(=O)O)s2)cnc1N,-9,-5,1,-8,3,0,-1,3,7
Brc1ccc(OCCCN2CCOCC2)cc1,12,-5,0,5,11,-5,-6,-4,9
CN(C(=O)COC(=O)c1cc(Br)c(Br)s1)C1CCS(=O)(=O)C1 (stereo unspecified),0,-14,2,-2,6,-12,-2,2,6
CCOC(=O)c1c(-c2ccc(-c3ccccc3)cc2)csc1NC(=O)CNCCN(C)C,23,-1,3,8,-8,11,-5,1,15
CNC(=O)c1ccsc1NC(=O)CCS(=O)(=O)c1ccc(C)cc1,-1,-3,2,9,-6,3,3,-5,1
COc1ccc(CNC(=O)C2Cc3c(-c4ccccc4)ccnc3O2)cc1OC (stereo unspecified),-19,0,4,2,-20,15,3,-3,-1
CN(Cc1ccccc1)S(=O)(=O)c1ccc(Cl)c(C(=O)OCC(N)=O)c1,5,-1,4,-3,-9,4,2,0,4
O=C(CCNC(=O)c1ccccc1Cl)Nc1nnc(C2CC2)s1,3,-4,1,7,5,3,4,2,8
CCOc1cc(NC(=O)Nc2ccc(F)cc2)c(OCC)cc1NC(=O)CC,-2,-2,1,6,-7,3,-1,7,-1
COc1ccc(F)cc1-c1cc(C(=O)N2CCc3ccccc3C2)[nH]n1,-14,-2,2,10,-20,5,-2,0,1
O=C(CNS(=O)(=O)c1ccc(Br)s1)N1CCCC1,-5,-3,0,1,15,-8,-4,-3,3
COC(=O)C(C(=O)OC)C(C(=O)OC)C(C(=O)OC)C(=O)OC,11,0,0,6,-24,4,-1,-2,6
CCc1cccc(C)c1NC(=O)CN(C)Cc1cccc(F)c1,-15,-3,-1,-5,-4,6,-2,-1,5

# Random excerpt: two records from the list, in no set order.
SMILES,M4 antag,M1 ag,CHRM4 agonist,CHRM5 antagonist,M1 antag,M1 PAM,M5 ag,CHRM5 PAM,TAAR1 ag
Cc1cc(-c2ccc(C(=O)O)s2)cnc1N,-9,-5,1,-8,3,0,-1,3,7
C[C@H](CCC(=O)O)[C@H]1CC[C@H]2[C@@H]3CC[C@@H]4C[C@H](O)CC[C@]4(C)[C@H]3CC[C@]12C,-7,0,1,5,-11,4,3,3,12

# New compounds follow:
SMILES,M4 antag,M1 ag,CHRM4 agonist,CHRM5 antagonist,M1 antag,M1 PAM,M5 ag,CHRM5 PAM,TAAR1 ag
O=C(Cn1cc2c(n1)CCCC2)Nc1ccccc1Br,0,-2,1,1,-9,2,0,1,0
CC(=O)Nc1cccc(-c2nnc(SCc3ccccc3C#N)n2C)c1,8,-7,1,5,-5,7,-1,-5,5
Cc1cc([N+](=O)[O-])cc(C)c1OCC(=O)N/N=C/c1ccc(OC(=O)c2ccccc2)cc1,2,-11,0,0,4,-8,-6,-1,-1
N#CCCN(Cc1ccccc1)C(=S)Nc1ccc(F)cc1,-2,-3,2,0,-11,5,4,7,0
O=C(NCCc1nccs1)C1CCC(=O)N(CCc2ccc(Cl)cc2)C1 (stereo unspecified),8,-3,1,-11,-7,8,-3,5,0
O=C(COC(=O)c1cc[n+]([O-])cc1)Nc1ccc([N+](=O)[O-])cc1Cl,0,-4,0,14,-2,3,2,-1,2
CCCn1c(SCC(=O)N2c3ccccc3CC2C)n[nH]c1=O (stereo unspecified),5,-3,3,-1,0,3,1,2,0
C=CCn1c(C(CCCC)CC(O)COCCC)n[nH]c1=S (stereo unspecified),-2,-7,2,-6,-13,17,-3,8,8
CN(CC(=O)Nc1ccc(N2CCOCC2)cc1)Cc1c(O)ccc2ccccc12,-10,-5,2,3,-8,5,-1,-1,10
Cc1ccsc1C(=O)N1CCCC(C(=O)c2cc(F)ccc2F)C1 (stereo unspecified),5,-4,5,-8,-7,2,-6,-7,-1
COc1cc2c(cc1OC)C(Nc1ccc(S(N)(=O)=O)cc1)=NC(C)(C)C2,3,-10,0,-4,-11,9,-6,8,0
Cc1onc(-c2ccccc2Cl)c1C(=O)N1C=CC(C(F)(F)Cl)=NCC1,1,-3,1,4,-8,7,-1,-6,1
CCCc1nnc(NC(=O)c2cc3ccccc3oc2=O)s1,10,-2,0,0,-4,2,-1,-3,18
Cc1occc1-c1nnc(SCC(=O)N2CCCC(C)C2)o1 (stereo unspecified),1,-3,1,11,6,-1,-1,-1,-1
CCSc1nc(C)cc(Oc2ccc(=O)n(C)n2)n1,9,-3,1,-2,-8,11,2,-3,7
CC[C@]12c3[nH]c4cc(-c5ccco5)ccc4c3CCN1C(=O)[C@@H](CC(=O)NC/C=C(\C)CCC=C(C)C)C[C@@H]2C(=O)N1CCN(C(=O)C2CC2)CC1,-2,-6,-1,5,10,-3,-1,2,0
COc1ccccc1N(CC(=O)N/N=C/c1c(O)ccc2ccccc12)S(C)(=O)=O,-5,-9,11,8,7,-10,0,-10,19
Cn1c(NC(=O)c2cc(Br)ccc2Cl)cc(=O)n(C)c1=O,1,8,5,1,2,-5,7,-4,9
COc1ccc(C(=O)CN2CCN(c3cc(C)nc4ccccc34)CC2)cc1,-7,-9,2,-8,6,-1,-3,8,0
COc1cc(CC(=O)NCC(C)(C)N2CCOCC2)cc(OC)c1OC,-8,-5,1,9,-17,10,-1,-1,0

# An excerpt from above with just CHRM5 PAM and M1 ag.
Structure | CHRM5 PAM | M1 ag
CCCc1nnc(NC(=O)c2cc3ccccc3oc2=O)s1 | -3 | -2
Cc1occc1-c1nnc(SCC(=O)N2CCCC(C)C2)o1 (stereo unspecified) | -1 | -3
CCSc1nc(C)cc(Oc2ccc(=O)n(C)n2)n1 | -3 | -3
CC[C@]12c3[nH]c4cc(-c5ccco5)ccc4c3CCN1C(=O)[C@@H](CC(=O)NC/C=C(\C)CCC=C(C)C)C[C@@H]2C(=O)N1CCN(C(=O)C2CC2)CC1 | 2 | -6
COc1ccccc1N(CC(=O)N/N=C/c1c(O)ccc2ccccc12)S(C)(=O)=O | -10 | -9
Cn1c(NC(=O)c2cc(Br)ccc2Cl)cc(=O)n(C)c1=O | -4 | 8
